Source: PubChem
FXIIa inh 1536 – human FXIIa protease inhibitors, primary screen, biochemical, 1536-well | Coagulation factor XII (Homo sapiens), P00748 | purified FXIIa, Boc-QGR-AMC fluorogenic substrate, 2 h | inhibition, % at 5 µM | 220,000 tested, 0.3% active | AID 800, 2007; in the data active = inhibition above about 40%;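 also: 0% = enzyme with no compound and 100% = blank without enzyme; many of its hits are not listed in these tables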
Tb hexokinase – Trypanosoma brucei hexokinase 1 inhibitors, primary screen, biochemical, G6PDH-coupled NADH absorbance, MLSCN library | AID 1430, 2008 | inhibition, % at 10 µM | 220,000 tested, 0.11% active | recombinant TbHK1, G6PDH-coupled NADH A340;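 active = inhibition of 50% or more in the single-dose primary screen; inactive = inhibition below 50%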
PGE2 EP2 inh – human EP2 receptor antagonists, primary screen, TR-FRET cAMP, C6 glioma cells; AID 1422, 2008; 260,000 tested, 0.52% active; Prostaglandin E2 receptor EP2 subtype (Homo sapiens), P43116; inhibition, % at 25 µM; C6 glioma cells expressing human EP2; cells stimulated with saturating PGE2;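 active = percent inhibition above 40 after rounding to a whole number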;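 also: rat C6 glioma host cells with rolipram phosphodiesterase inhibitor present; the protocol text gives 20 µM as final concentration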
TNF necrop inh – inhibitors of TNF-alpha triggered necroptosis, primary screen, cell-based, Jurkat FADD-/-, single concentration; Jurkat FADD-/- TNF necroptosis rescue, ATP luminescence, 24 h; 0 = TNF only, 100 = no-TNF cells; activation (protection from cell death), % at 10 µM; 220,000 tested, 0.068% active; AID 463075, 2010;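 active = activation, meaning protection from cell death, of at least 50% relative to plate controls; inactive = activation below 50%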;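 also: necroptosis triggered by 40 ng/mL TNF-alpha added together with compound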
L929 necroptosis – inhibitors of zVAD-triggered necroptosis, primary screen, L929 cells; viability rescue, % at 10 µM; 220,000 tested, 0.38% active; L929 zVAD necroptosis rescue, ATP luminescence, 24 h; with zVAD 60 µM; AID 1377, 2008;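 active = activation, scaled between plate controls, above about 75%, limit read from the data; inactive = activation under that limit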;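 also: 0% = zVAD with DMSO and 100% = DMSO alone without zVAD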
CHOP inh – inhibitors of CHOP promoter induction, primary screen, cell-based, unfolded protein response, luciferase reporter | inhibition, % at 10 µM | CHO-K1 CHOP-promoter luciferase, tunicamycin-induced, 15-18 h | 220,000 tested, 3.8% active;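 active = compounds that reduced the stress-induced luciferase reporter signal by more than about 70% of percent inhibition, limit read from the data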;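 also: 0% = tunicamycin plus vehicle and 100% = wells without tunicamycin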
PPC-1+TRAIL kill – compounds killing PPC-1 cancer cells with TRAIL present, primary screen, TRAIL potentiator project, ATPLite luminescence, uHTS. PPC-1 cells + TRAIL, ATPLite viability luminescence. cell killing (% activity), % at 4 µM. 220,000 tested, 0.41% active. AID 1443, 2008;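 active = cell killing above 50% in the first pass at 4 µM, then a duplicate retest at 5 µM averaging 50% or more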;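 also: plate controls were cells with TRAIL plus DMSO for no effect and medium-only wells lacking cells for full effect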
FXIa inh 1536 – human FXIa protease inhibitors, primary screen, biochemical, 1536-well | 220,000 tested, 0.14% active | inhibition, % at 5 µM | purified FXIa, Boc-Glu-Ala-Arg-AMC fluorogenic substrate;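 active = inhibition of at least 40%; inactive = inhibition below 40%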;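 also: fluorescence of freed AMC excited at 355 nm; 0% = enzyme without compound and 100% = no enzyme blank; many of its hits are not listed in these tables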
Wee1 stabilizer – Wee1 degradation inhibitors, primary screen, cell-based, HeLa, Wee1K328M-luciferase, luminescence; Wee1-like protein kinase (Homo sapiens), P30291; reporter increase, % at 5 µM; AID 1321, 2008; HeLa Luc-Wee1K328M stability; 100% = proteasome inhibitor MG132 effect; 220,000 tested, 1.2% active;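 active = activation above the mean of all tested compounds plus 3 SD, set per screening run, cut at about 8.8% in these data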;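 also: cells exposed to compound for 20 h before luminescence read; 0% = DMSO alone and 100% = MG132 at 30 µM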
Target sequence (P30291 whole entry K328M): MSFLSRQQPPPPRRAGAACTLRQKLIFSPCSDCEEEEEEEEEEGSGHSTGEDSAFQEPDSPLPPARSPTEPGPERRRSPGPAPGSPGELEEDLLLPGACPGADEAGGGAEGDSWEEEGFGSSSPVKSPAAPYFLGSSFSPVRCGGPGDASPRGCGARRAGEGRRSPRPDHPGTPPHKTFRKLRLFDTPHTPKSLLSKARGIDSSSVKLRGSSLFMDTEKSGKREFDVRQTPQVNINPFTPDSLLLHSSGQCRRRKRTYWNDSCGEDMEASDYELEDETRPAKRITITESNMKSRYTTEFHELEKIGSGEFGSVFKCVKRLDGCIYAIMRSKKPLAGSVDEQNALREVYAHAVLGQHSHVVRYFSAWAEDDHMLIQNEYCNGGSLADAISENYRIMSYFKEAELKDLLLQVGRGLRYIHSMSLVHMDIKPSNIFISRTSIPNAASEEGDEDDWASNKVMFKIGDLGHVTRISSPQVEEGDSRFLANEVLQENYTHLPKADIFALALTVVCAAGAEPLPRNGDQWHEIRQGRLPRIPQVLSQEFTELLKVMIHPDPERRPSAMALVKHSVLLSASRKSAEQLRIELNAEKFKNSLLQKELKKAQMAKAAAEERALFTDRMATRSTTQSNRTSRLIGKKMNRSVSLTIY
Active calls of the source: *; . = not tested or not shown; & = joins results of further samples. An excerpt (hit frequency here may not be typical).

no.	canonical_smiles	FXIIa inh 1536	Tb hexokinase	PGE2 EP2 inh	TNF necrop inh	L929 necroptosis	CHOP inh	PPC-1+TRAIL kill	FXIa inh 1536	Wee1 stabilizer
1	Cc1cc(C(F)(F)F)n2ncc(-c3cccc(Br)c3)c2n1	19	9	15	-0.4	-1.3	48	9	8	1
2	CSc1nc(Oc2ccc(Cl)cc2)c2sccc2n1	3	-4	11	-3.4	-0.3	64	10	-10	3
3	COc1ccc(-c2nn3c(C4CCCCC4)nnc3s2)cc1OC	13	-2	7	-2.8	0.7	8	21	11	-1
4	Cc1ccc(C(=S)NCS(=O)(=O)c2ccc(C)cc2)cc1	13	1	-1	-2.8	-0.2	-28	2	1	3
5	N#C/C(=C/c1ccc(CNC(=O)C(=O)Nc2cc(Cl)cc(Cl)c2)o1)C(=O)NCc1cccnc1	11	-17	5	0.1	1.7	82*	-1	1	2
6	CCc1ccccc1-n1cnc2cc(C(=O)O)ccc21	7	0	12	0.5	0.2	15	-8	-1	-1
7	COC(=O)CSc1[nH]c2ccccc2c1[N+](=O)[O-]	8	-27	6	-2.7	0.5	11	10	0	4
8	Cc1sc2nc(CN3CCOCC3)nc(N3CCOCC3)c2c1C	7	-2	0	-0.5	0.0	44	20	-5	0
9	CN(CC(=O)Nc1ccc(F)cc1)c1ccc(S(=O)(=O)N2CCCC2)cn1	2	8	4	2.4	1.4	0	29	-4	-5
10	Cn1c(C(=O)NCc2ccc3c(c2)OCO3)cc2sccc21	9	-4	14	1.7	0.8	33	-2	2	-4
11	CCc1ccc2[nH]c(=O)c(C(c3nnnn3CCOC)N3CCN(c4ccccc4)CC3)cc2c1 (stereo not given)	-4	-10	10&13	-5.2	0.3	12	2	-11	-1
12	CCOC(=O)/C=C/C(=O)OCC(=O)NC(c1ccccc1)c1ccccc1	5	6	7	2.7	0.7	10	13	4	-2
13	CCN1CCN(c2cc(C)c3cc(NC(=O)c4ccc(Br)o4)ccc3n2)CC1	17	-43	7	-2.6	36	3	13	20	4
14	CCOc1cccc(NC(=O)C2CC(=O)N(C)C(=Nc3ccccc3)S2)c1 (stereo not given)	10	7	11	1.4	-0.2	32	10	-4	-2
15	CCN1CCN(C(=S)Nc2cc(S(=O)(=O)N(CC)CC)ccc2C)CC1	10	-4	7	0.3	1.1	7	22	-1	1
16	O=C(CSc1nnc2ccccn12)c1ccccc1	23	1	7	1.0	0.3	-33	-3	12	1
17	CCOC(=O)CN(C(=O)CSc1nnc(COc2ccc(OC)cc2)n1CC)c1ccccc1	10	-4	6	3.7	-0.5	-3	17	1	0
18	CC(=O)Nc1ccc(S(=O)(=O)Nc2ccc(Cl)nn2)cc1	11	-3	8	1.5	0.3	-6	7	5	2
19	COc1cccc(NC(=O)Cn2c(CCC(=O)O)ccc2-c2ccccc2)c1	3	-3	5	-0.2	5.4	-1	18	-4	1
20	O=C(Nc1cccc(-c2csc(Nc3cccc(C(F)(F)F)c3)n2)c1)c1cc([N+](=O)[O-])cc(C(F)(F)F)c1	7	-20	10	3.3	0.4	40	0	1	.
21	COc1ccc(CCNC(=O)COC(=O)C23CC4CC(CC(Br)(C4)C2)C3)cc1	0	21	8	3.7	1.3	54	16	-6	5
22	CCC(=O)Nc1nnc(-c2cccs2)s1	4	-16	20	0.6	2.5	-5	3	-3	4
23	CCc1ccc2[nH]c(=O)c(CN(CCN3CCOCC3)C(=O)Nc3ccccc3F)cc2c1	-1	-6	9&10	1.0	0.1	2	-1	-4	-3
24	CC(C)CC(=O)c1c[nH]c(C(=O)N2CCN(Cc3ccccc3)CC2)c1	6	4	-1	1.0	1.4	14	7	-5	-2
25	O=C(Nc1cccc(S(=O)(=O)Nc2ccccc2Cl)c1)c1ccc(Cl)nc1	8	-1	9	-6.4	0.4	66	16	13	2

6 compounds already listed, arranged by SMILES length, lowest first.
no.	canonical_smiles	FXIIa inh 1536	Tb hexokinase	PGE2 EP2 inh	TNF necrop inh	L929 necroptosis	CHOP inh	PPC-1+TRAIL kill	FXIa inh 1536	Wee1 stabilizer
7	COC(=O)CSc1[nH]c2ccccc2c1[N+](=O)[O-]	8	-27	6	-2.7	0.5	11	10	0	4
4	Cc1ccc(C(=S)NCS(=O)(=O)c2ccc(C)cc2)cc1	13	1	-1	-2.8	-0.2	-28	2	1	3
19	COc1cccc(NC(=O)Cn2c(CCC(=O)O)ccc2-c2ccccc2)c1	3	-3	5	-0.2	5.4	-1	18	-4	1
14	CCOc1cccc(NC(=O)C2CC(=O)N(C)C(=Nc3ccccc3)S2)c1 (stereo not given)	10	7	11	1.4	-0.2	32	10	-4	-2
24	CC(C)CC(=O)c1c[nH]c(C(=O)N2CCN(Cc3ccccc3)CC2)c1	6	4	-1	1.0	1.4	14	7	-5	-2
9	CN(CC(=O)Nc1ccc(F)cc1)c1ccc(S(=O)(=O)N2CCCC2)cn1	2	8	4	2.4	1.4	0	29	-4	-5

(further entries)
no.	canonical_smiles	FXIIa inh 1536	Tb hexokinase	PGE2 EP2 inh	TNF necrop inh	L929 necroptosis	CHOP inh	PPC-1+TRAIL kill	FXIa inh 1536	Wee1 stabilizer
26	O=C1C2C3C=CC(C4CC34)C2C(=O)N1/N=C/c1ccc(-c2ccc(Cl)cc2[N+](=O)[O-])o1 (stereo not given)	11	-6	14	-2.0	1.0	-2	12	1	-1
27	COC(=O)c1ccc(CN2CCN(C(C)C)C(CCO)C2)cc1 (stereo not given)	10	3	4	-0.1	0.3	1	6	2	4
28	CC(C)(C)NC(=O)/C=N/O	-5	-4	8	1.5	0.5	17	4	0	-1
29	O=C1Nc2ccc(S(=O)(=O)NCc3ccco3)c3cccc1c23	.	-8	7&6	-11	-0.4	.	.	.	2

3 compounds out of the list above, sorted by their value in CHOP inh, highest first.
cpd | compound | CHOP inh
28 | CC(C)(C)NC(=O)/C=N/O | 17
27 | COC(=O)c1ccc(CN2CCN(C(C)C)C(CCO)C2)cc1 (stereo not given) | 1
26 | O=C1C2C3C=CC(C4CC34)C2C(=O)N1/N=C/c1ccc(-c2ccc(Cl)cc2[N+](=O)[O-])o1 (stereo not given) | -2
